# Anesthetic bind – qHTS Assay for Identification of Novel General Anesthetics. actives 0.074% (n = 350,000). Ferritin light chain (Equus caballus), P02791. Potency, µM (titrated, usually from 77.5 µM), inactives show top-dose activity change, negative = displacement, usual class: inhibitors. apoferritin/1-aminoanthracene competitive binding, fluorescence; further: potency means the concentration at half of the fitted maximal effect; on the % scale 0 is the no-effect control and ±100 the full control effect; nearly all actives have a fitted effect of over 20% in size
#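 Horse-spleen apoferritin (10 uM) in 50% saturated 1-aminoanthracene in PBS was incubated 10 min at room temperature with compound. Fluorescence (ex 380, em 535 nm) was normalized to free and bound 1-AMA, with concentration-response fitted by a four-parameter Hill equation.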
# POLI inh – qHTS for Inhibitors of Polymerase Iota; actives 1% (n = 390,000); DNA polymerase iota (Homo sapiens), Q9UNA4; AID 588590, 2011; Potency, µM (top dose mostly 115 µM), inactives show at the highest dose activity, negative = inhibition, most hits filed as inhibitors; Pol iota fluorescent replication assay, 10 min; further: potency means the concentration at half of the fitted maximal effect
#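 Pol iota at 10 nM preincubated 15 min with compounds at room temperature; reaction started with fluorescent substrate, 50 nM final. Fluorescence read kinetically at 0 and 10 min; buffer-only wells as negative control.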
# POLK inh – qHTS for Inhibitors of Polymerase Kappa | purified Pol kappa, fluorescent DNA synthesis assay, 10 min | Potency, µM (titrated, usually from 107 µM), for inactives: at the highest dose activity, negative = inhibition, hits mostly inhibitors | AID 588579, 2011 | actives 0.53% (n = 400,000) | DNA polymerase kappa (Homo sapiens), Q9UBT6; further: potency means the concentration at half of the fitted maximal effect; on the % scale 0 is the no-effect control and ±100 the full control effect
#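 Kinetic fluorescence readout at 0 and 10 min followed reaction start with substrate at 50 nM final. Beforehand, enzyme (10 nM Pol kappa) stood 15 min with compound at room temperature; buffer-only wells were negative controls.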
# ERG Ets-DNA blk – qHTS for Small Molecule Inhibitors of the ERG Ets/DNA interaction; Potency, µM (highest dose often 76.9 µM), for the others: at the top dose FP activity, negative = inhibition, actives largely listed as inhibitors; AID 624246, 2012; actives 0.028% (n = 370,000); fluorescence polarization, His-ERG Ets domain / labelled DNA; Transcriptional regulator ERG (Homo sapiens), P11308; active means well fitted inhibition curve with a large enough effect in the polarisation, with a control signal flat; inconclusive means small, poorly fitted or top-dose-only effect, or effect the other way, or a change in a side signal; inactive means no such curve, though single readings can be large or run the other way; the % refers to the polarisation;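 further: polarization taken with two DNA probes labelled with fluorescein and Texas red; potency means the concentration at half of the fitted maximal effect; % of control where 0% means no effect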
#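 His-tagged ERG Ets domain (1 uM in the protein solution; 300mM KCl, 50mM Tris-HCl, 1mM EDTA, 1mM DTT, pH 7.5) received compound, then a probe mix of 5 nM fluorescein-DNA and 100nM Texas-615-DNA. Fluorescence polarization was read for both dyes.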
# ALOX12 inh – Primary qHTS assay for inhibitors of human arachidonate 12S-lipoxygenase (ALOX12): Round 2; Polyunsaturated fatty acid lipoxygenase ALOX12 (Homo sapiens), P18054; purified 12hLO, xylenol orange hydroperoxide absorbance; Potency, µM (series often up to 108 µM), for inactives: top-dose activity change, negative = inhibition, usual class: inhibitors; actives 1.1% (n = 580,000); further: potency means the concentration at half of the fitted maximal effect; on the % scale 0 is the no-effect control and ±100 the full control effect
# Target sequence (P18054 whole entry, looked up): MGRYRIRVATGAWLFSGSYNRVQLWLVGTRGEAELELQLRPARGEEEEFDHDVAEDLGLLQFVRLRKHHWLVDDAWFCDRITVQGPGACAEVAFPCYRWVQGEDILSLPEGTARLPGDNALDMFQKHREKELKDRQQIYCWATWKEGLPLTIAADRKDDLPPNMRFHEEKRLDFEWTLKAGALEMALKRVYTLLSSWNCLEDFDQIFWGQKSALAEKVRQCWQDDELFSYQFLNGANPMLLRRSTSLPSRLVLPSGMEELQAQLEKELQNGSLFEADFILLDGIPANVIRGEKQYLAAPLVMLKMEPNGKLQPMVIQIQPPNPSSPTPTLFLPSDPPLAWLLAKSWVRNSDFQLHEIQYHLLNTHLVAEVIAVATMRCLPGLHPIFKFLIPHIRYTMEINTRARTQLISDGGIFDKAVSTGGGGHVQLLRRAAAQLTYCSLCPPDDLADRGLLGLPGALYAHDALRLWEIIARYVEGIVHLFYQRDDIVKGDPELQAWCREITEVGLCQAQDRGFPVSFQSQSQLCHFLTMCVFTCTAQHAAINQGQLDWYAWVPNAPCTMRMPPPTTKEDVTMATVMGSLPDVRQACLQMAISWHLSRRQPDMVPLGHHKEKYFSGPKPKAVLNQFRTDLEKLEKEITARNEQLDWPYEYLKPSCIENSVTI
#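 Purified human 12hLO (150 nM final) in 25 mM Hepes, 0.01% Triton X-100, pH 7.0 was preincubated 15 min at room temperature with compound. Then 40 uM arachidonic acid was added, 30 min. Hydroperoxide was read by Fe-XO absorbance ratio 573/405 nm.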
# BLM inh – qHTS Assay for Inhibitors of Bloom's syndrome helicase (BLM). RecQ-like DNA helicase BLM (Homo sapiens), P54132. recombinant BLM DNA unwinding, fluorescence dequenching. Potency, µM (highest dose often 56.1 µM), inactives show at the highest dose activity change, negative = inhibition, hits mostly inhibitors. actives 0.2% (n = 350,000). AID 2528, 2010;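 further: potency means the concentration at half of the fitted maximal effect; plate controls were vehicle for no effect and no enzyme for full effect; nearly all actives have a fitted effect of over 35% in size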
# TRHR ag – qHTS for Small Molecule Agonists and Allosteric Enhancers of Human TRH Receptor: Primary Screen for Agonists | TRHR cells, calcium flux fluo-8, FDSS agonist mode | Thyrotropin-releasing hormone receptor (Homo sapiens), P34981 | activation, % at 2 µM | actives 0.18% (n = 360,000) | AID 493084, 2011; in the data active means activation above about 30%; further: 0% is about no effect
# Target sequence (P34981 whole entry, looked up): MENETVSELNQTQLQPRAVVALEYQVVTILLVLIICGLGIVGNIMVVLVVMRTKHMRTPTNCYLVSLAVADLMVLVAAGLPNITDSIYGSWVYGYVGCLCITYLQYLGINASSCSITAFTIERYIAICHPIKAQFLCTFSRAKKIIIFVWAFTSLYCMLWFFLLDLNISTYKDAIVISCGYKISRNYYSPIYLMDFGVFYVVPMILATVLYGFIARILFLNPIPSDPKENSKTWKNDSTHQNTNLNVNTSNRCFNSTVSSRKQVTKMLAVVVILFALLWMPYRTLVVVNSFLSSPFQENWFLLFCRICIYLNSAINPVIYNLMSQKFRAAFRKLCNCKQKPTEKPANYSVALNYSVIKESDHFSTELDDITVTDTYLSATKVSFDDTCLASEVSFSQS
#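 TRHR-expressing cells loaded with fluo-8 calcium dye; 23 nL library compound pin-transferred, kinetic FDSS fluorescence (Ex 480/Em 530) recorded about 180 s for agonist-induced calcium release, before a 10 nM TRH EC20 addition for potentiator mode.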
# APEX1 inh – qHTS Assay for Inhibitors of the Human Apurinic/apyrimidinic Endonuclease 1 (APE1); actives 0.35% (n = 350,000); DNA repair nuclease/redox regulator APEX1 (Homo sapiens), P27695; recombinant APE1, TAMRA/BHQ-2 abasic DNA cleavage fluorescence; Potency, µM (doses to about 65.8 µM), without a hit: at the top dose activity change, negative = inhibition, actives largely listed as inhibitors;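 further: potency means the concentration at half of the fitted maximal effect; plate controls were vehicle for no effect and reference inhibitor for full effect; nearly all actives have a fitted effect of over 55% in size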
#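 Readout is kinetic fluorescence (ex 525, em 598 nm) from cleavage of 50 nM TAMRA/BHQ-2 THF abasic duplex by 0.75 nM APE1, compound added 15 min beforehand at RT.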
# Pol beta inh – qHTS Assay for Inhibitors of DNA Polymerase Beta | P06746 | Pol beta primer extension/strand displacement, fluorescence kinetic | Potency, µM (top dose mostly 114 µM), for the others: at the top dose activity change, negative = inhibition, usual class: inhibitors | actives 1.3% (n = 340,000); further: potency means the concentration at half of the fitted maximal effect; on the % scale 0 is the no-effect control and ±100 the full control effect
#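 Values derive from four-parameter Hill fits of normalized kinetic data: reads at 0 and 10 min following addition of 50 nM substrate to 10 nM Pol beta preincubated 15 min with compound.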
# Starred values were filed as active, the others as inactive; ? = inconclusive; . = not tested or not shown; [ ] = dose if it differs, or a comment. Unless noted, the call rests on the fitted dose curve; in most records, active means well fitted curve in the direction sought with a large enough effect; inconclusive means small, poorly fitted or top-dose-only effect, or another doubt; inactive means no such curve, though single readings can be large; an effect the other way counts as inactive or inconclusive.
entry	SMILES	Anesthetic bind	POLI inh	POLK inh	ERG Ets-DNA blk	ALOX12 inh	BLM inh	TRHR ag	APEX1 inh	Pol beta inh
1	CCOc1cccc(-c2nnc3sc(COc4ccc(OC)cc4)nn23)c1	41%[activator]	?	-8%	4%	-21%	-3%	0.5	-4%	?
2	Cc1nc2ccccc2c2ncccc12	4%	-10%	9%	-20%	5%	-16%	-0.2	-7%	37%
3	COCCNC(=O)CN(CC1CCCO1)C(=O)CCC(=O)Nc1ccccn1 (centres undefined)	-2%	14%	-2%	-3%	-2%	1%	0.3	1%	6%
4	CC(=O)NNC(=O)CN1C(=O)/C(=C/c2ccccc2)SC1=S	-10%	-11%	-15%	19%	-8%	-2%	-0.5	2%	-7%
5	COc1ccc(Nc2nc(OC)nc(OC)n2)cc1	-5%	16%	-5%	-15%	25%	0%	0.4	4%	-18%
6	COc1ccc(CCNC(=O)c2nnn(-c3ccc4c(c3)OCCO4)c2N)cc1OC	1%	16%	-12%	2%	1%	-4%	1.9	-5%	-19%
7	CC(=O)Nc1ccc(S(=O)(=O)Nc2ccc3ccccc3n2)cc1	-8%	10%	3%	21%	-3%	0%	0.5	-10%	4%
8	COc1ccc(CNC(=O)CSc2nnnn2-c2ccccc2)cc1	-15%	27%	2%	.	18%	-1%	-1.4	0%	87%
9	CCOC(=O)c1c(C#N)c(SCC(=O)Nc2ccc(OC)cc2)nc2c1CN(CC)CC2	-18%	34%[activator]	-3%	.	-17%	-7%	-0.1	17%	0%
10	O=C(O)c1ccccc1NS(=O)(=O)c1cccc(C(F)(F)F)c1	-4%	-1%	-7%	-10%	-25%	0%	0.5	3%	-25%
11	CCN1CCN(Cc2cc(=O)oc3cc4c(cc23)CCC4)CC1	?	4%	-2%	10%	?	-2%	0.1	-2%	15%
12	CCOC(=O)/C(=N/Nc1ccc(C)cc1)S(=O)(=O)c1ccc(Cl)cc1	-17%	0%	-1%	6%	-6%	-20%	0.1	18%	6%
13	Cc1ccc(S(=O)(=O)NC(=O)Nc2cccc([N+](=O)[O-])c2)cc1	1%	55%[activator]	8%	-2%	1%	-4%	0.0	30%	37%
14	Cc1nn(C)c(C)c1S(=O)(=O)N1CCC(C(=O)NC2CCCCCC2)CC1	2%	7%	-10%	2%	?	-2%	0.0	-1%	-12%
15	Cc1ccc(S(=O)(=O)N2CCCCC2)cc1NC(=O)CSc1ncnc2ccccc12	-9%	8%	-5%	11%	2%	-1%	-0.1	-7%	3%

# Entries of single compounds from above.
# Shown for `CCOC(=O)/C(=N/Nc1ccc(C)cc1)S(=O)(=O)c1ccc(Cl)cc1` = Anesthetic bind: -17%; POLI inh: 0%; POLK inh: -1%; ERG Ets-DNA blk: 6%; ALOX12 inh: -6%; BLM inh: -20%; TRHR ag: 0.1; APEX1 inh: 18%; Pol beta inh: 6%
# Shown for `COc1ccc(CNC(=O)CSc2nnnn2-c2ccccc2)cc1` = Anesthetic bind: -15%; POLI inh: 27%; POLK inh: 2%; ERG Ets-DNA blk: .; ALOX12 inh: 18%; BLM inh: -1%; TRHR ag: -1.4; APEX1 inh: 0%; Pol beta inh: 87%

# Look-ups from the entries so far.
# Entry of entry 3 under Pol beta inh: 6%
# Entry of entry 11 under POLI inh: 4%
# Entry of entry 5 under BLM inh: 0%
# Entry of entry 8 under APEX1 inh: 0%

# Additional entries follow.
entry	SMILES	Anesthetic bind	POLI inh	POLK inh	ERG Ets-DNA blk	ALOX12 inh	BLM inh	TRHR ag	APEX1 inh	Pol beta inh
16	C#CCOCCOCCOCCNc1nc(N2CCN(C(=O)Cn3cc(CCO)nn3)CC2)nc(N2CCN(C(=O)[C@H](CCCCN)n3cc(CCCC)nn3)CC2)n1	.	6%	-3%	5%	-11%	.	.	.	.
17	Cc1ccc(NS(=O)(=O)c2cccc(C(=O)Nc3c(C)n(C)n(-c4ccccc4)c3=O)c2)cc1	-6%	18%	-15%	3%	.	0%	-0.3	2%	27%
18	COc1ccc(CC2=CC(=O)c3ccccc3C2=O)cc1	?	10µM*	-11%	3%	-12%	-9%	0.3	-3%	-2%
19	COc1cc(/C=C(/C#N)C(=O)c2c(C)[nH]c3ccccc23)ccc1OCC#N	?	?	-6%	8%	-17%	-5%	0.9	-4%	-5%
20	c1ccc2c(N3CCCCC3)ncnc2c1	-14%	7%	-9%	7%	0%	0%	-0.3	0%	15%
21	COCCN(CCOC)c1ncc(Cl)c(C(=O)c2c(C)cc3ccccn23)n1	?	2%	-5%	-3%	-18%	-1%	-0.4	-2%	9%
22	CCN1CCN(c2cc(C)c3cc(NC(=O)c4cncc(Br)c4)ccc3n2)CC1	?	33%[activator]	-21%	-5%	-12%	-1%	-0.4	-1%	2%
23	O=C1NC(=S)SC1=Cc1ccc(Cl)cc1	.	?	-12%	-18%	22µM*	.	.	.	.
24	Cc1nnc(SCC(=O)Nc2nccs2)n(N)c1=O	3%	146%[activator]	1%	1%	9%	-4%	0.5	-3%	-4%
25	CCOc1ccc(C(=O)NCC2CCCO2)cc1OCC (centres undefined)	-2%	21%	-5%	0%	6%	0%	1.8	15%	0%
26	CCSc1nnc(NC(=O)CCNS(=O)(=O)c2cc(Br)cnc2N)s1	-9%	-25%	-4%	-8%	-12%	-9%	-0.6	-1%	0%
27	COc1ccc(-c2ccc(/C=N/NC(=O)Cc3nnc(N)s3)o2)cc1Cl	-16%	-28%	-10%	6%	358%[activator]	-9%	0.2	-6%	-17%
28	COc1ccc2[nH]cc(CCNc3ccnc(-c4cccc(NS(C)(=O)=O)c4)n3)c2c1	-12%	.	-10%[60.1 µM]	.	40µM*	2%	.	0%	.
29	O=C(c1ccc(Cl)cc1)N1CCN(CCc2ccncc2)CC1	60%[activator]	-15%	-16%	-5%	-24%	-1%	-0.8	.	-2%
30	CC(C)NS(=O)(=O)c1ccc(CCC(=O)NCc2ccncc2)cc1	-6%	2%	1%	?	-9%	3%	-0.5	8%	1%

# Four of the entries above in order of the POLI inh value, falling:
No. | structure | POLI inh
25 | CCOc1ccc(C(=O)NCC2CCCO2)cc1OCC (centres undefined) | 21%
16 | C#CCOCCOCCOCCNc1nc(N2CCN(C(=O)Cn3cc(CCO)nn3)CC2)nc(N2CCN(C(=O)[C@H](CCCCN)n3cc(CCCC)nn3)CC2)n1 | 6%
30 | CC(C)NS(=O)(=O)c1ccc(CCC(=O)NCc2ccncc2)cc1 | 2%
26 | CCSc1nnc(NC(=O)CCNS(=O)(=O)c2cc(Br)cnc2N)s1 | -25%

# The results go on:
item	SMILES	Anesthetic bind	POLI inh	POLK inh	ERG Ets-DNA blk	ALOX12 inh	BLM inh	TRHR ag	APEX1 inh	Pol beta inh
31	CC(C)C1Cc2nc(Cl)c(C#N)cc2CO1 (centres undefined)	-17%	129%[activator]	-18%	6%	?	-3%	-0.6	15%	-15%
32	COc1ccc(C)cc1NC(=O)Cn1cc(S(=O)(=O)Cc2ccccc2Cl)c2ccccc21	4%	-8%	-2%	-7%	?	-10%	0.9	.	-11%
33	O=C(Cc1c(F)cccc1Cl)NNC(=O)c1ccco1	.	13%	-6%	-4%	2%	.	.	8%	.
34	O=C(Nc1cccc(S(=O)(=O)NC2=NCCC2)c1)c1ccccc1	.	4%	-21%	.	178%[activator]	.	.	2%	.
35	O=C1CCCC2=C1C(c1ccccc1)C1=C(CCCC1=O)O2	-17%	.	.	.	.	1%	-0.6	3%	26%
36	O=C(Nc1ccc(-n2cccn2)cc1)C1CCN(Cc2ccccn2)CC1	-14%	22%	-8%	10%	?	-4%	0.8	38%	-13%
37	COc1ccc(-c2nc(SCC(=O)Nc3cccc(C(C)=O)c3)n[nH]2)cc1	?	1%	1%[60.1 µM]	-1%	-23%	-1%	-0.8	.	4%
38	O=C(Oc1ccc(-c2csnn2)cc1)c1cccs1	-9%	116%[activator]	-8%	-11%	3%	-6%	1.9	?	-2%
39	CCOC(=O)COc1c(OC)cc(Cl)cc1C1Nc2ccccc2C(=O)N1c1cccc(C)c1 (centres undefined)	62%[activator]	-11%	-2%	5%	1%	-9%	.	-2%	57%
40	C[C@H](NC(=O)[C@@H]1Cc2ccccc2CN1C(=O)OC(C)(C)C)C(=O)NC1CCCC1	-7%	40%[activator]	4%	-3%	-7%	2%	0.3	-4%	1%
41	Cc1cccc(N2CCN(C(=O)CCC(=O)N3CC(C)Oc4ccccc43)CC2)c1C (centres undefined)	-3%	17%	-4%	-9%	6%	-4%	-0.4	42%[activator]	?
42	COc1ccc(C(=O)Nc2ccc3c(c2)CCCN3S(=O)(=O)c2ccc(C)cc2)cc1	29%	?	-1%[60.1 µM]	-3%	-18%	-5%	0.2	.	-22%
43	C=CCN(c1ccccc1)S(=O)(=O)c1cccc(C(=O)Nc2ccncc2)c1	.	18%	-9%	4%	-12%	.	-0.4	7%	.
44	O=C1c2ccccc2C(=O)N1CCC#Cc1ccc2cc(CCO)oc(=O)c2c1	.	30%	18%	2%	-2%	.	-0.4	46%	.
45	S=C(NCCCN1CCOCC1)Nc1ccc(Cl)cc1	-3%	12%	-5%	-1%	-16%	1%	0.0	11%	10%

# This is a subset; count on the stated rates, not on these rows.
